POLI inh: qHTS for Inhibitors of Polymerase Iota; Potency, µM (top dose mostly 115 µM), for inactives: top-dose activity, negative = inhibition, most hits filed as inhibitors; DNA polymerase iota (Homo sapiens), Q9UNA4; AID 588590, 2011; actives 1% (n = 390,000); Pol iota fluorescent replication assay, 10 min
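Pol iota at 10 nM preincubated 15 min with compounds at room temperature; reaction started with fluorescent substrate, 50 nM final. Fluorescence read kinetically at 0 and 10 min; buffer-only wells as negative control.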
PGK inhibitor: qHTS Assay to Find Inhibitors of Phosphoglycerate Kinase; Phosphoglycerate kinase, glycosomal (Trypanosoma brucei brucei), P07378; PGK/GAPDH coupled, Kinase-Glo luminescence, 60 min; Potency, µM (titrated, usually from 57.5 µM), for inactives: at the highest dose activity change, negative = inhibition, actives largely listed as inhibitors; actives 0.043% (n = 380,000); further: on the % scale 0 is the no-effect control and ±100 the full control effect; nearly all actives have a fitted effect of over 60% in size
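Recombinant glycosomal PGK reaction used 1,3-bisphosphoglycerate generated in-well by GAPDH (100nM final) in 100mM TEA pH 7.6, 5mM MgCl2, 0.01% Tween-20. After 60 minutes at room temperature, ATP was read by Kinase-Glo Plus luminescence end-point.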
JMJD2A Tudor: qHTS Assay for Inhibitors of JMJD2A-Tudor Domain; Lysine-specific demethylase 4A (Homo sapiens), O75164; AlphaScreen JMJD2A-Tudor / H3K4me3 peptide binding; Potency, µM (highest dose often 114 µM), without a hit: at the highest dose activity change, negative = inhibition, most hits filed as inhibitors; actives 4.4% (n = 390,000); AID 504339, 2011; further: on the % scale 0 is the no-effect control and ±100 the full control effect; nearly all actives have a fitted effect of over 50% in size
BAZ2B block: qHTS Assay for Inhibitors of BAZ2B; Bromodomain adjacent to zinc finger domain protein 2B (Homo sapiens), Q9UIF8; AlphaScreen BAZ2B-H3K14Ac peptide displacement; Potency, µM (doses to about 114 µM), without a hit: at the top dose activity change, negative = inhibition, most hits filed as inhibitors; actives 4.4% (n = 360,000); AID 504333, 2011; further: on the % scale 0 is the no-effect control and ±100 the full control effect; nearly all actives have a fitted effect of over 60% in size
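BAZ2B (50 nM) with biotin-H3(5-23)K14Ac peptide (50 nM) in PBS pH 7.4, 0.01% Tween-20, preformed 30 min, then compound 30 min at room temperature; top concentration 110uM. AlphaScreen streptavidin donor/nickel chelate acceptor beads (10 ug/mL final), 20 min dark, signal read.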
Pin1 inh: qHTS Assay to Find Inhibitors of Pin1; Peptidyl-prolyl cis-trans isomerase NIMA-interacting 1 (Homo sapiens), Q13526; Pin1 FP peptide displacement, HiFluor488, 10 min; Potency, µM (titrated, usually from 115 µM), for the others: at the top dose activity, negative = inhibition, usual class: inhibitors; actives 0.009% (n = 390,000); active means well fitted inhibition curve with a large enough effect in the polarisation, with a control signal flat, not every such curve was filed as active; inconclusive means small, poorly fitted or top-dose-only effect, or effect the other way, or a change in a side signal; inactive means no such curve, though single readings can be large or run the other way; the % refers to the polarisation; further: on the % scale 0 is the no-effect control and ±100 the full control effect
Target sequence (Q13526 whole entry, looked up): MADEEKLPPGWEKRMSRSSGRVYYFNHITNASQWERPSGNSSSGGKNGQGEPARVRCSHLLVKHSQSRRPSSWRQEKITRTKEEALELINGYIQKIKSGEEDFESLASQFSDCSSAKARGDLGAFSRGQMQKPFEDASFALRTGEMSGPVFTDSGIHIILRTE
BLM inh: qHTS Assay for Inhibitors of Bloom's syndrome helicase (BLM); recombinant BLM DNA unwinding, fluorescence dequenching; Potency, µM (top dose mostly 56.1 µM), inactives show at the highest dose activity change, negative = inhibition, usual class: inhibitors; actives 0.2% (n = 350,000); AID 2528, 2010;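 further: plate controls were vehicle for no effect and no enzyme for full effect; nearly all actives have a fitted effect of over 35% in size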
HP1b chromo inh: HTS for Inhibitors of HP1-beta Chromodomain Interactions with Methylated Histone Tails; Chromobox protein homolog 1 (Homo sapiens), P83916; AlphaScreen HP1-beta / biotin-H3K9me3 peptide binding; Potency, µM (highest dose often 114 µM), without a hit: at the highest dose activity change, negative = inhibition, actives largely listed as inhibitors; actives 0.56% (n = 390,000); further: nearly all actives have a fitted effect of over 70% in size; inactives centre near 23
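Compound inhibition of the preformed complex between 50 nM HP1-beta and 50 nM biotinylated H3K9me3 peptide was read by AlphaScreen. Buffer was PBS pH 7.4 with 0.01% Tween-20. Incubations ran 30 min at room temperature, with 10 ug/mL donor/acceptor beads.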
G9a block: qHTS Assay for Inhibitors of Histone Lysine Methyltransferase G9a; Histone-lysine N-methyltransferase EHMT2 (Homo sapiens), Q96KQ7; G9a H3K9 monomethylation, AlphaScreen, 2 h; Potency, µM (highest dose often 102 µM), without a hit: at the top dose activity, negative = inhibition, usual class: inhibitors; actives 8.8% (n = 350,000); AID 504332, 2011; further: on the % scale 0 is the no-effect control and ±100 the full control effect; nearly all actives have a fitted effect of over 75% in size
Target sequence (Q96KQ7 913-1193 limits assumed): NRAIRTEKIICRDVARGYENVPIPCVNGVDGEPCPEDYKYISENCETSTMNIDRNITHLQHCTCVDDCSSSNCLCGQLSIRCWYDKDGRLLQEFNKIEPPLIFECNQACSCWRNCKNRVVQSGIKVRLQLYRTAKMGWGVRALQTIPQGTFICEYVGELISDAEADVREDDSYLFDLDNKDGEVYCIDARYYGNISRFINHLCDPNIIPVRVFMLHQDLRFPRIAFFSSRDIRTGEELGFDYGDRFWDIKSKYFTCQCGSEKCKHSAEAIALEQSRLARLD
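Signal arises when biotinylated H3K9 peptide, once monomethylated, bridges streptavidin donor and antibody-captured acceptor beads. Enzyme at 20 nM was preincubated 15 min with test compounds; peptide 500 nM and SAM 20 uM then reacted for 2 h.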
GLS inh: qHTS for Inhibitors of Glutaminase (GLS); Glutaminase kidney isoform, mitochondrial (Homo sapiens), O94925; GLS enzymatic activity, qHTS titration; Potency, µM (doses to about 45.5 µM), without a hit: at the highest dose activity change, negative = inhibition, actives largely listed as inhibitors; actives 0.21% (n = 410,000); AID 624170, 2012; further: on the % scale 0 is the no-effect control and ±100 the full control effect
Target sequence (O94925 whole entry, looked up, canonical isoform): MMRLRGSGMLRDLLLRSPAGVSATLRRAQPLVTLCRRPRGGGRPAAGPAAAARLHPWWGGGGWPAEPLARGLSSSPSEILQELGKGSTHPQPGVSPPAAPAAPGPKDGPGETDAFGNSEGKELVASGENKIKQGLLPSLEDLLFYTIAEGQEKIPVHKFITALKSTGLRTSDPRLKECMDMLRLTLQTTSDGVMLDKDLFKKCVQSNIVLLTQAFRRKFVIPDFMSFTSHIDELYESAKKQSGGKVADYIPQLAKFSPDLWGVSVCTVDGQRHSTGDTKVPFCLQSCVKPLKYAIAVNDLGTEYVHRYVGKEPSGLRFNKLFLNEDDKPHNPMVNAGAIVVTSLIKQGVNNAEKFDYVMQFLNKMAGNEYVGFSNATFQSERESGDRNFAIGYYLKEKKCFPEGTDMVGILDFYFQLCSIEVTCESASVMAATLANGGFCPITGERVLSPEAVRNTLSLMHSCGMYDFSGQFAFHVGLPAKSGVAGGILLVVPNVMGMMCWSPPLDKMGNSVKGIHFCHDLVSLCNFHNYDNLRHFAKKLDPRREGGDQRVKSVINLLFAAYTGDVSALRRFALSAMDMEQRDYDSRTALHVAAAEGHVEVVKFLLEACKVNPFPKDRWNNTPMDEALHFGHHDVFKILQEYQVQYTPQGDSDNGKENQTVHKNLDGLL
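Enzyme dispensed in phosphate buffer (45 mM, pH 8.2, 0.02% Tween-20), compounds pinned in, then 1 mM L-glutamine solution and the glutamate oxidase–HRP–Amplex Red mix added; fluorescence read immediately and again after 30 min at room temperature.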
* = called active by the depositor; i = inactive; ? = inconclusive; / = no result given; [ ] = dose if it differs, or a comment. Unless noted, the call rests on the fitted dose curve; in most records, active means well fitted curve in the direction sought with a large enough effect; inconclusive means small, poorly fitted or top-dose-only effect, or another doubt; inactive means no such curve, though single readings can be large; an effect the other way counts as inactive or inconclusive. Potency means the concentration at half of the fitted maximal effect. An excerpt; rates above refer to the full screens.

nr | Structure | POLI inh | PGK inhibitor | JMJD2A Tudor | BAZ2B block | Pin1 inh | BLM inh | HP1b chromo inh | G9a block | GLS inh
1 | CC(=O)c1ccc(NC2OC(C)C(O)C(O)C2O)cc1 (configuration not stated) | 15% | -7% | -21%[57.1 µM] | -3% | -8% | -2% | -4% | 28%[12.7 µM] | 19%
2 | Cc1csc(NC(=O)CSc2nc(C)cs2)n1 | 3% | 1% | 10% | 1% | -4% | -2% | 22% | -21%[12.7 µM] | 6%
3 | O=S(c1ccsc1)c1ccsc1 | 16% | -7% | 2% | 53%[activator] | -4% | -1% | 36% | -5%[59 µM] | 0%
4 | CC1CC1C(=O)N1CCN(S(=O)(=O)c2cccc(F)c2)CC1 (configuration not stated) | 20% | -10% | -7% | 11% | 5% | / | 7% | 7% | 4%
5 | COC(=O)c1csc2c(C(F)(F)F)cc(N3CCN(C(=O)Nc4ccccc4)CC3)nc12 | 10% | -6% | -20% | 0% | -7% | -3% | 25% | -34% | -3%
6 | O=C(NC1CCN(Cc2ccc(Cl)cc2)CC1)c1cn(-c2ccccc2)nc1-c1cccnc1 | 3% | 1% | ? | -2% | 11% | / | 12% | 9%[59 µM] | -1%
7 | CCCS(=O)(=O)N1CCCC(C(=O)Oc2ccc(OC)cc2)C1 (configuration not stated) | 34%[activator] | -9% | 4% | 4% | ? | 1% | 36% | 62%[activator] | -18%
8 | COc1ccc([C@@H]2[C@@H]3C(=O)N(C(C)(C)C)C(=O)[C@@H]3[C@]3(C)C(=O)N(c4cccc(C)c4)C(=O)N23)cc1 | -2% | -2% | -25% | -33% | -1% | 0% | 24% | -9% | -7%
9 | CC(=O)c1ccc(NC(=O)Cn2nc(C)c([N+](=O)[O-])c2C)cc1 | 119%[activator] | 12% | -5% | -8% | -8% | -1% | 44%[activator] | -4% | -3%
10 | O=C(Nc1nc(N2C(=O)c3ccccc3C2=O)n(-c2ccccc2)n1)c1ccc(F)cc1 | -3% | 7% | ? | ? | 2% | -1% | 29% | 2% | 28%
11 | O=C(NC(=S)Nc1nc(-c2ccccc2)cs1)c1cncc(Br)c1 | -12% | -7%[11.5 µM] | -22% | 9%[57.1 µM] | 5% | 0% | -7% | -12% | 9%
12 | CC(C)(C)NC(=O)c1c(F)c(F)c(F)c(F)c1F | 1% | i | 8% | 5% | -23% | -1% | 38% | 15%[59 µM] | 1%
13 | O=C1NC[C@H](c2ccccc2)OC(=O)[C@@H](Cc2ccc(F)cc2)C/C=C\C[C@H]1CC(=O)N(CCO)Cc1ccccc1 | 10% | i | -23% | / | 8% | / | 72%[activator] | / | 4%
14 | Cc1ccc2c(c1)c1ncnc(N3CCc4ccccc4C3)c1n2C | 13% | -1% | 22% | 9% | 15% | -4% | 64%[activator] | 4% | 5%
15 | Cn1cc(CNC(=O)c2cc(-c3ccc(Br)cc3)nc3ccccc23)cn1 | ? | -1% | 6% | -1% | -4% | -3% | 34%[activator] | ? | -16%
16 | O=S(=O)(NCC(c1ccco1)N1CCN(c2ccccc2F)CC1)c1ccccc1 (configuration not stated) | 21% | i | -34% | -31% | 7% | -12% | -5% | 1%[59 µM] | 1%
17 | O=C(Nc1cc(S(=O)(=O)N2CCOCC2)ccc1O)c1ccco1 | -4% | -4% | -3% | -27% | 12% | -1% | -22% | 42%[0.501 µM] | 7%
18 | COc1ccc(S(=O)(=O)N2CCC(C(=O)NCc3ccccn3)CC2)cc1OC | -8% | 7%[11.5 µM] | -9% | -1% | -1% | -1% | 27% | -1%[59 µM] | 0%
19 | Cc1nn(-c2ccccc2)c2c1N(CCCC(=O)NCc1ccccc1)C(=O)CS2 | 16% | -5% | ? | -17% | -10% | 0% | ? | 22%[59 µM] | -11%
20 | O=C(CSc1ccccn1)N/N=C/C=C/c1ccccc1 | -10% | i | -26% | 0% | -1% | 1% | 19% | -30% | 2%
21 | CCOc1ccc(NC(=S)N(CCN2CCOCC2)Cc2ccc3c(c2)CCCN3CC)cc1 | 25% | -12% | 35µM* | 11µM* | -1% | -10% | ? | 28µM* | 8%
22 | CCOC(=O)N1CCN(C(=O)c2cc(C)c3c(C)nn(-c4ccccc4)c3n2)CC1 | -16% | -6% | -2% | 1% | -4% | -2% | 25% | 12% | -6%
23 | Cc1cccc(OCCn2nnc3ccccc32)c1C | 50%[activator] | -9% | 15% | -4% | -3% | -4% | 40%[activator] | 39% | 1%
24 | COC(=O)C(NNc1ccccc1C)(NC(=O)c1ccc(F)cc1)C(F)(F)F (configuration not stated) | ? | -1% | ? | -6% | -9% | -1% | ? | 3.2µM* | -15%
25 | CCN(CC(=O)NCCc1ccccc1)S(=O)(=O)c1ccc(Br)cc1 | 13% | -8% | -8% | -7% | 4% | -5% | 16% | 17%[59 µM] | 21%

Compound profiles (already shown).
Shown for Cc1cccc(OCCn2nnc3ccccc32)c1C : POLI inh = 50%[activator]; PGK inhibitor = -9%; JMJD2A Tudor = 15%; BAZ2B block = -4%; Pin1 inh = -3%; BLM inh = -4%; HP1b chromo inh = 40%[activator]; G9a block = 39%; GLS inh = 1%
Shown for CC(=O)c1ccc(NC2OC(C)C(O)C(O)C2O)cc1 (configuration not stated) : POLI inh = 15%; PGK inhibitor = -7%; JMJD2A Tudor = -21%[57.1 µM]; BAZ2B block = -3%; Pin1 inh = -8%; BLM inh = -2%; HP1b chromo inh = -4%; G9a block = 28%[12.7 µM]; GLS inh = 19%

Carrying on:
nr | Structure | POLI inh | PGK inhibitor | JMJD2A Tudor | BAZ2B block | Pin1 inh | BLM inh | HP1b chromo inh | G9a block | GLS inh
26 | Cc1cc(N2C(=O)C(O)=C(C(=O)c3ccco3)C2c2cccc(O)c2)no1 (configuration not stated) | 2% | -2% | -24% | ? | -2% | -1% | 39%[activator] | ? | 4%
27 | CCOC(=O)c1c(-c2ccccc2)oc2ccc(NS(=O)(=O)c3ccccc3)cc12 | 2% | 6% | -20% | 2% | ? | -18% | 34% | -32%[59 µM] | 1%
28 | CCOc1ccccc1NC(=O)N1CCN(S(C)(=O)=O)CC1 | 67%[activator] | i | -25% | -15% | -9% | 2% | -14% | -46% | -4%
29 | Cc1ccc(CNC(=O)c2ccc(N3CCC4(CC3)CC(c3cccc(Br)c3)=NO4)c(N)c2)cc1 | ? | 10% | -29% | -31% | 20% | / | 24% | 21%[2.33 µM] | 6%
30 | CCOc1ccc(Nc2oc(/C=C/c3ccc(OC)c(OC)c3)nc2C#N)cc1 | 8% | 10% | -32% | -14% | -2% | -2% | 20% | -12%[59 µM] | 6%
31 | Cc1cc(/C=C2\SC(=S)N(Cc3ccco3)C2=O)c(C)n1-c1ccccc1 | ? | i | ? | ? | ? | -11% | ? | ? | 1%
32 | CCCCCCC(=O)Nc1c(O)c2ccccc2[nH]c1=O | -1% | i | -3% | ? | -2% | -11% | 40%[activator] | ? | -7%
33 | Cc1nc2sccn2c(=O)c1Br | 0% | i | -4% | 12% | -4% | -14% | 19% | -6% | 2%
34 | COc1ccc(C(=O)NCCCn2ccnc2)cc1 | 3% | -4% | ? | / | -6% | -8% | 20% | 1%[59 µM] | -3%
35 | CCc1nc(SCc2cccnc2)c2c(=O)n(C)c(=O)n(C)c2n1 | -2% | 6% | -6% | 8% | 1% | 1% | 35% | ? | -10%
36 | NS(=O)(=O)c1ccc(S(=O)(=O)N2CCN(c3nc(-c4ccccc4)nc4ccccc34)CC2)cc1 | -21% | / | -24% | / | 7% | / | 18% | / | /
37 | CC(Oc1ccc(Cl)cc1Cl)C(=O)Nc1ccncc1 (configuration not stated) | ? | -3% | 7% | -2% | -16% | -5% | 50%[activator] | 15% | -4%
38 | Cc1cc(C)c(NC(=S)N2CCCC2C(=O)O)c(C)c1 (configuration not stated) | 11% | i | -8% | 5% | -2% | 2% | -20% | ? | -20%
39 | O=C(NCc1ccccc1F)c1ccc2c(c1)OCCO2 | 106%[activator] | 2% | 6% | -3% | 3% | -8% | 42%[activator] | 0% | -11%
40 | CC(C)[C@H](NC(=O)NCCC1=CCCCC1)C(=O)O | 7% | -1% | 2%[11.4 µM] | -9% | -7% | 3% | 50%[activator] | 19% | -12%
41 | CC1CNC(=S)N(c2ccc(F)cc2)C1=O (configuration not stated) | 6% | i | -6% | / | 1% | / | 14% | / | -3%
42 | CCOc1ccc(CN2CCNC(=O)C2CC(=O)NCc2cc(C)n(C)n2)cc1 (configuration not stated) | 9% | i | -17% | -23% | -19% | -5% | 58%[activator] | 40µM* | 0%
43 | COc1cc(OC)c(NC(=O)CCCn2c(=O)oc3ccccc32)cc1Cl | 39%[activator] | -1% | -8% | -7% | 3% | 2% | 7% | 18%[59 µM] | 5%
44 | Cc1ccc(S(=O)(=O)/N=C2/C=C(Sc3ncn[nH]3)C(=O)c3ccccc32)cc1 | 1.1µM* | ? | 2.8µM* | 45µM* | / | 16µM* | 8.9µM* | 0.56µM* | 31%[activator]
45 | C[C@H](NC(=O)[C@@H]1CSC2c3ccccc3C(=O)N21)C(=O)NCc1c(F)cccc1Cl (some centres not stated) | 12% | 0% | -5% | -5% | -8% | 3% | 79%[activator] | 20%[0.0925 µM] | 2%
46 | COc1ccccc1N1CCN(CCCNC(=O)c2cnn(-c3cccc(Cl)c3)c2C2CCN(C(=O)OC(C)(C)C)CC2)CC1 | -6% | i | ? | ? | -5% | -4% | ? | ? | 6%
47 | CC(C)(C)OC(=O)N1CCC(C(=O)Nc2ccc(C(=O)NCc3ccccc3)cc2)CC1 | -13% | -8% | 1% | / | 10% | / | 37% | / | -8%
